Htt clearance = mutant huntingtin protein clearance; HeLa Exon1htt(103Q)mCFP, aggregate imaging; zero = plate's median compound well; inhibition, % at 1.5 µM; hit rate 0.42% among 47,000;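 active = inhibition of aggregate fluorescence above about 70%, also judged a hit by eye on the cell image, limit read from the data, passing the limit was not always enough; inconclusive = no rule stated for this call; inactive = not judged a hit on image review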;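 also: cells exposed to compound for three days before fixation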
Htt clearance grain fraction = also measured in Htt clearance; calls as there; fraction fluorescence in grains; measured here: aggregate grain fluorescence fraction; active compounds read low;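 scaled fraction of total cell fluorescence in grains with unit not stated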
Active calls of the source: *; ? = inconclusive; . = no result given. Only part of the results is shown; count on the stated rates, not on these rows.

Each structure is followed by: Htt clearance | Htt clearance grain fraction
- O=C(Nc1nnc(C2CCCO2)s1)c1cccs1 (stereo unspecified)
    -52 | 28
- C=CCOc1nc2c(c(=O)n(C)c(=O)n2C)n1C
    -16 | 20
- Cc1ccccc1NC(=O)C1Cc2ccccc2C(=O)O1 (stereo unspecified)
    10 | 18
- Cc1nc(SCC(=O)NCCc2ccccc2)n[nH]1
    19 | 31
- CC(C)=CCC/C(C)=C/CC/C(C)=N/O
    34 | 12
- CN1CCCC(OC(=O)c2ccc3c(c2)OCCO3)C1 (stereo unspecified)
    -64 | 32
- O=C(OCc1cccs1)c1ccccc1NS(=O)(=O)c1ccc2c(c1)OCCO2
    2 | 18
- O=C(O)Cc1ccc2c(c1)N(S(=O)(=O)c1cccc(C(F)(F)F)c1)CC(C(=O)O)O2 (stereo unspecified)
    -31 | 40
- c1ccc(Cc2cc(-c3ccccc3)on2)cc1
    48 | 8.7
- CC(C)CCNC(=O)Cn1c(=O)oc2cc(S(=O)(=O)N3CCc4ccccc43)ccc21
    11 | 43
- O=C(NCCCCc1ccccc1)C1CC(c2ccc([N+](=O)[O-])cc2)=NO1 (stereo unspecified)
    39 | 24
- O=C(CN(C(=O)c1ccco1)c1cccc(F)c1)NCc1ccc(F)cc1
    -17 | 39
- CCOC(=O)c1ccc(NC(=O)Cn2cc3c(n2)CCC(C)C3)cc1 (stereo unspecified)
    -30 | 40
- Cc1cc(-c2cccnc2)c(C#N)c(SCC#N)n1
    20 | 13
- CC1CCN(C(=O)C2Cc3ccccc3CN2S(=O)(=O)c2ccc(F)cc2)CC1 (stereo unspecified)
    30 | 13
- CCCCNCCCCOc1ccccc1
    8 | 18
- COc1ccc(C2NC3=C(CCC3)C3(C#N)C(OC)(OC)N=C(N)C23C#N)cc1 (stereo unspecified)
    33 | 27
- COCCOC(=O)c1c(C)n(C)c2ccc(OC(=O)N3CCOCC3)cc12
    -35 | 41
- O=C(c1coc(=O)c(Br)c1)N1CCCc2ccccc21
    -22 | 52
- Cc1n[nH]c(=S)n1/N=C/c1ccccc1OCc1ccc(Cl)cc1
    11 | 28
- CC(C)N(Cc1nc(-c2ccccc2)no1)C(=O)c1ccc2c(c1)OCO2
    20 | 35
- COc1ccc(NC(=O)CN(C)S(=O)(=O)c2ccccc2)c([N+](=O)[O-])c1
    22 | 24
- CCOc1ccc(NC(=O)c2oc3ccccc3c2NC(=O)CC)cc1
    -25 | 45
- Cc1cc(C(=O)COC(=O)c2cccs2)c(C)n1-c1c(C)n(C)n(-c2ccccc2)c1=O
    -15 | 23
- CCCc1cc(=O)n2[nH]c(SCc3ccccc3)nc2n1
    31 | 24
- O=C(Nc1ccccc1)c1ccc(NCc2cccnc2)c(S(=O)(=O)N2CCOCC2)c1
    45 | 9.3
- CCc1nnc(NC(=O)CSc2nnc(-c3ccoc3C)n2-c2ccccc2)s1
    -145 | 47
- CC(=O)N1CCN(c2ccc(NCc3ccc(C)cc3)cc2)CC1
    -17 | 39
- CC(C)OCC(O)CN1CCN(CC(O)COc2ccc3c(c2)OCO3)CC1 (stereo unspecified)
    3 | 19
- C=CCn1c(C)cc(C(=O)CSc2n[nH]c(N)n2)c1C
    31 | 14
- CC(=O)NC1CCC(C(=O)O)(c2ccccc2)C1 (stereo unspecified)
    26 | 16
- COCCOC(=O)c1[nH]c2c(c1C)C(=O)CC(c1ccc(N(C)C)cc1)C2 (stereo unspecified)
    -1 | 17
- Nc1nc(-c2ccccc2)nc(-c2ccccc2O)n1
    -30 | 22
- Cc1nn(C)cc1/C=N/n1nnnc1N
    9 | 32
- Cc1ccc(/C(O)=C2\C(=O)C(=O)N(CCCN(C)C)C2c2ccccn2)cc1 (stereo unspecified)
    46 | 9
- O=C(NC1CCS(=O)(=O)C1)OC1CCCCC1 (stereo unspecified)
    29 | 32
- COc1ccccc1C1/C(=C(/O)c2ccc(C)cc2)C(=O)C(=O)N1CC(C)O (stereo unspecified)
    67 | 7.1
- CCCn1cc(C(CC(=O)O)C(=O)O)c2ccccc21 (stereo unspecified)
    39 | 12
- O=C(Nc1ccc2c(c1)ncn2-c1ccccc1)c1ccco1
    -33 | 24
- Cc1ccc(C(=O)C2CCNCC2)cc1
    60 | 8.2
- Cc1cn(C(=O)c2ccccc2)c(=S)n1-c1ccc(Cl)cc1
    1 | 20
- CC1=C(C(N)=O)C(c2cccnc2)n2nc(-c3cccc(C)c3)nc2N1 (stereo unspecified)
    -43 | 44
- O=C(CSc1nnc(CNc2ccccc2)o1)N1CCc2ccccc21
    8 | 20
- Cn1c(SC/C=C/c2ccccc2)nnc1-c1cccs1
    45 | 10
- CC1=C(C(N)=O)C(c2cccs2)n2nc(-c3cccc(C)c3)nc2N1 (stereo unspecified)
    29 | 22
- [N-]=[N+]=CC(=O)C(Cc1ccccc1)N1C(=O)c2ccccc2C1=O (stereo unspecified)
    -5 | 33
- Nc1nc(CN2CCN(c3ccccc3F)CC2)nc(Nc2ccccc2)n1
    -69 | 35
- O=C(Nc1ccc(Cl)cc1)OCCn1nnnc1C(c1ccccc1)N1CCOCC1 (stereo unspecified)
    25 | 33
- O=C(C(NS(=O)(=O)c1cccc2nsnc12)c1ccccc1)N1CCN(c2ccccn2)CC1 (stereo unspecified)
    12 | 32
- Cc1onc(-c2c(F)cccc2Cl)c1C(=O)N1CCN(S(C)(=O)=O)CC1
    0 | 20
- Cc1ccc(-c2cc(C(=O)NCc3ccco3)c3ccccc3n2)o1
    2 | 20
- COc1ccc(C(CNC(=O)c2ccc(S(=O)(=O)N3CCOCC3)cc2)N2CCCCC2)cc1 (stereo unspecified)
    -41 | 43
- COc1cccc(NS(=O)(=O)c2ccc3[nH]cc(C(=O)NC4CC4)c(=O)c3c2)c1
    -31 | 25
- Cc1cc(NC(=O)CSc2ncn(-c3ccccc3)n2)no1
    12 | 20
- Cc1ccc(NC2=C(Cl)C(=O)OC2OC(=O)c2ccco2)c(C)c1 (stereo unspecified)
    9 | 18
- CCCS(=O)(=O)c1c(S(=O)(=O)CCC)c2c(C)cccn2c1C(N)=O
    48 | 9.3
- Cc1nn(Cc2ccc(C(=O)N3c4ccc(F)cc4CCC3C)o2)c(C)c1Br (stereo unspecified)
    -73 | 30
- O=C1N(CC(=O)N2CCc3ccccc32)CCN1Cc1ccc(Cl)cc1
    -30 | 49
- COc1cc2c(cc1NC(=O)CSc1nnc(Cc3cccs3)n1Cc1ccco1)oc1ccccc12
    -26 | 40
- Cn1c(=O)c2c(nc(SCCNS(=O)(=O)c3ccccc3)n2C)n(C)c1=O
    -14 | 46

Other structures:
Each structure is followed by: Htt clearance | Htt clearance grain fraction
- C=CCn1c(COc2ccccc2)nnc1SCC(=O)O
    -30 | 24
- CCSc1nnc(CCNC(=O)OC(C)(C)C)o1
    -5 | 29
- Cc1cc(-c2n[nH]c(=S)o2)c(C)n1-c1ccccc1
    -30 | 52
- CC1=C(C(N)=O)C(c2ccc(C)o2)C(C(N)=O)=C(C)N1
    -7 | 20
- CC1(C)Cc2ccccc2-c2nnc(-c3ccc(O)cc3)n21
    -10 | 36
- COC(=O)c1ccc(COc2ccc(-c3nn[nH]n3)cc2)cc1
    20 | 27
- Cc1nnc(SCC(=O)NCc2ccco2)n1-c1ccc(F)cc1
    11 | 16
- Cn1c(=O)oc2cc(S(=O)(=O)N3CCC(C(=O)NCc4ccc(F)cc4)CC3)ccc21
    19 | 42
- CCOC(=O)/C=C1\CC(=O)Nc2cc(C)c(C)cc2N1
    14 | 16
- c1ccc(Oc2nc(Oc3ccccc3)nc(N3CCOCC3)n2)cc1
    11 | 30
- COc1ccc2[nH]c(C)c(CCN(Cc3cccs3)C(=S)Nc3ccc(F)cc3)c2c1
    31 | 33
- COC(=O)Cn1cc(C(=O)C2CC2)c2ccccc21
    28 | 12
- CC1CCc2c(sc(NC(=O)c3ccc(Cn4cc([N+](=O)[O-])cn4)o3)c2C#N)C1 (stereo unspecified)
    -12 | 42
- CCN(CC)CCN1C(=O)c2ccccc2NC1c1ccc(N(C)C)cc1 (stereo unspecified)
    8 | 22
- Cc1cc(C)n(-c2ccc(F)cc2)c(=O)c1C(=O)O
    -35 | 55
- O=C(O)c1cc2ccc3ccccc3c2oc1=O
    5 | 18
- Cn1c(=O)[nH]c(=O)c2c1nc(Br)n2CCCSc1nc2ccccc2o1
    22 | 15
- COc1ccc(Nc2nc(Nc3ccc(OC)cc3)nc(SC3=NCCS3)n2)cc1
    36 | 11
- Cc1cc(-c2ccccc2)nc(SCc2ccc(C(=O)O)o2)n1
    20 | 15
- CC(=O)C(Sc1ccc2nnc(-c3ccc(F)cc3)n2n1)C(C)=O
    -27 | 61
- CNC(=O)CCc1nc(-c2ccc(C(C)(C)C)cc2)no1
    -30 | 46
- CC(C)(C)c1ccc(C2(C)NC(=O)N(CC(=O)c3ccc[nH]3)C2=O)cc1 (stereo unspecified)
    -26 | 50
- COC(=O)CNC(=O)Cc1c(F)cccc1Cl
    -2 | 40
- CN(C)C(=C(C#N)C#N)N1CCN(c2ccc(Cl)c(Cl)c2)CC1
    42 | 22
- CC(O)CNc1nc2c(c(=O)n(C)c(=O)n2C)n1CCc1ccccc1 (stereo unspecified)
    22 | 14
- C=CCSc1nnc(-c2ccccc2NC(=O)CC)c(=O)[nH]1
    2 | 19
- Cc1ccc(-c2csc(NC(=S)NC(=O)/C=C/c3ccco3)n2)cc1
    27 | 16
- Cc1cc(C)c2cc(C(O)c3nnnn3Cc3ccccc3)c(=O)[nH]c2c1 (stereo unspecified)
    57 | 15
- CC(=O)Nc1c(C(=O)O)oc2ccc(Cl)cc12
    0 | 42
- COc1ccc(C(C(C(=O)c2cccs2)N2CCOCC2)N2CCOCC2)cc1OC (stereo unspecified)
    -10 | 49

Of the compounds above, eleven have two or more sulfur atoms.
Each structure is followed by: Htt clearance | Htt clearance grain fraction
- O=C(Nc1nnc(C2CCCO2)s1)c1cccs1 (stereo unspecified)
    -52 | 28
- O=C(OCc1cccs1)c1ccccc1NS(=O)(=O)c1ccc2c(c1)OCCO2
    2 | 18
- CCc1nnc(NC(=O)CSc2nnc(-c3ccoc3C)n2-c2ccccc2)s1
    -145 | 47
- Cn1c(SC/C=C/c2ccccc2)nnc1-c1cccs1
    45 | 10
- O=C(C(NS(=O)(=O)c1cccc2nsnc12)c1ccccc1)N1CCN(c2ccccn2)CC1 (stereo unspecified)
    12 | 32
- CCCS(=O)(=O)c1c(S(=O)(=O)CCC)c2c(C)cccn2c1C(N)=O
    48 | 9.3
- COc1cc2c(cc1NC(=O)CSc1nnc(Cc3cccs3)n1Cc1ccco1)oc1ccccc12
    -26 | 40
- Cn1c(=O)c2c(nc(SCCNS(=O)(=O)c3ccccc3)n2C)n(C)c1=O
    -14 | 46
- COc1ccc2[nH]c(C)c(CCN(Cc3cccs3)C(=S)Nc3ccc(F)cc3)c2c1
    31 | 33
- COc1ccc(Nc2nc(Nc3ccc(OC)cc3)nc(SC3=NCCS3)n2)cc1
    36 | 11
- Cc1ccc(-c2csc(NC(=S)NC(=O)/C=C/c3ccco3)n2)cc1
    27 | 16

The list goes on.
Each structure is followed by: Htt clearance | Htt clearance grain fraction
- CCOC(=O)N1CCN(C(=O)c2ccc(Cn3c(=S)[nH]c4cc5c(cc4c3=O)OCO5)cc2)CC1
    1 | 21
- NC(=O)c1ccc(N2CCCCC2)c(N2C(=O)C3C4C=CC(C4)C3C2=O)c1 (stereo unspecified)
    3 | 40
- Cc1noc(C)c1COc1cccc(C(=O)NCc2cccc(Cl)c2)c1
    10 | 36
- Cc1ccc(-c2nnn(CC(=O)N(c3ccc(F)cc3)C(C(=O)NC(C)(C)C)c3ccco3)n2)o1 (stereo unspecified)
    1 | 18
- O=C(Cc1ccccc1)NCCCN1CCN(CCCNC(=O)Cc2ccccc2)CC1
    -37 | 27
- COc1ccc(CCNS(=O)(=O)c2cccc(F)c2)cc1OC
    0 | 21
- COC(=O)Oc1nsnc1N1CCOCC1
    ? | .
- CC1(C)Cc2nc3sc4c(SCC(=O)NC(c5ccccc5)c5ccccc5)ncnc4c3cc2CO1
    -7 | 46
- COc1cc(C=O)ccc1OCCOCCOc1c(C)cc(Cl)cc1Cl
    36 | 14
- COc1ccc(N2CCN(C(=O)C(Cc3ccccc3)n3cccc3)CC2)cc1 (stereo unspecified)
    -24 | 62
- COc1ccc2nc(NC(=O)CSc3nnc(C)s3)sc2c1
    1 | 37
- CCCCN(CCCNC(=O)C1CCN(S(=O)(=O)CC)CC1)c1ccccc1
    45 | 25
- CC(=NCc1ccco1)c1c(C)[nH]n(-c2nc3ccccc3s2)c1=O
    -59 | 32
- Clc1cccc(Cl)c1COc1ccccn1
    -29 | 45
- CCCn1nnnc1SCC(=O)Nc1nnc(CC)s1
    65 | 7.7
- O=c1cc(Cl)c(-c2ccccc2)n[nH]1
    -5 | 25
- CSc1ccc(S(=O)(=O)NCCOc2ccccc2C)cc1
    38 | 11
- CCn1ccnc1C(O)c1ccccc1OC (stereo unspecified)
    -28 | 24
- O=C(Cn1cnc2ccccc2c1=O)NCc1ccco1
    -22 | 24
- O=C(O)C1CCCCC1C(=O)Nc1nc(-c2cccs2)cs1 (stereo unspecified)
    -2 | 19
- COc1ccc(N2C(=O)CC(Sc3nc(C)cc(C)c3C#N)C2=O)cc1 (stereo unspecified)
    3 | 18
- N#CC1=C(SCC(=O)Nc2ccccc2)NC(=O)CC1c1ccco1 (stereo unspecified)
    -5 | 20
- N/C(=N\OS(=O)(=O)c1ccc2ccccc2c1)c1ccncc1
    -6 | 44
- CC(=O)Nc1ccc(S(=O)(=O)NC(CC(=O)NCCCN2CCOCC2)C(C)C)cc1 (stereo unspecified)
    -37 | 50
- Cc1cc(/C=C(\C#N)C(=O)NCC2CCCO2)c(C)n1-c1ccc(Cl)cc1 (stereo unspecified)
    51 | 15

Bioassay records deposited in PubChem by Columbia University Molecular Screening Center.
